Screening data as filed in PubChem.
TLR9-MyD88 inh – inhibitors of TLR9-MyD88 association in cells, primary screen, cell-based, CHO, BLA complementation, fluorescence. Toll-like receptor 9 (Homo sapiens) + Myeloid differentiation primary response protein …. CCF4 FRET ratio. inhibition, % at 4.98 µM. 340,000 compounds, 0.21% hits;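 active = inhibition above the mean over all tested compounds plus 3 SD, cut at about 21% in these data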;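 also: 0% = DMSO only wells and 100% = clavulanate BLA inhibitor control wells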
TWEAK Fn14 block – inhibitors of TWEAK-Fn14 signaling, primary screen, luciferase reporter cells, uHTS; TWEAK-stimulated Fn14 reporter cells, luciferase luminescence, 8 h; inhibition, % at 10 µM; 360,000 compounds, 2% hits; AID 1159606, 2016; in the data active = inhibition above about 50%
NR5A2 inv ag – LRH-1 (NR5A2) inverse agonists, primary screen, cell-based, luminescence, HEK293T, StAR-luciferase reporter. Nuclear receptor subfamily 5 group A member 2 (Homo sapiens), O00482. LRH-1 transfected, 24 h. inhibition, % at 3.6 µM. 360,000 compounds, 0.13% hits;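 active = inhibition above the mean inhibition of all tested compounds plus 3 SD, cut at about 73% in these data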;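 also: 0% = DMSO wells and 100% = reporter-only cells lacking LRH-1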
Target sequence (O00482 whole entry, looked up): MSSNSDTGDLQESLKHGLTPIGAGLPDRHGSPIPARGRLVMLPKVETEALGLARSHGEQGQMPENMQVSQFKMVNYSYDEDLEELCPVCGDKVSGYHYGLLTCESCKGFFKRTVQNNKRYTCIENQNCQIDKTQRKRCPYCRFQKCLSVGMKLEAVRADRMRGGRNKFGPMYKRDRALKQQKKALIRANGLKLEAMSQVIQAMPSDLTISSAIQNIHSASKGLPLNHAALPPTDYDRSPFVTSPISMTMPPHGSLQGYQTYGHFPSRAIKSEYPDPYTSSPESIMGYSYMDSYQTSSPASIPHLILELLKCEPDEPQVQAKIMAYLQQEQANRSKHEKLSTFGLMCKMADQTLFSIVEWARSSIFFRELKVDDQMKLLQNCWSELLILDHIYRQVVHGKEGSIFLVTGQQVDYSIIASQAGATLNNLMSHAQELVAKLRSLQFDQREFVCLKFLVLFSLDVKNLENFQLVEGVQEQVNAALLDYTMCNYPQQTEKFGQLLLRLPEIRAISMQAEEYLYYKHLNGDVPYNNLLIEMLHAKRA
Exocytosis inh – LAMP-1 surface exposure blockers, TALL-104 cells – cell-based, flow cytometry, MLPCN library, primary screen; inhibition, % at 10 µM; TALL-104 LAMP-1 surface exposure; cells stimulated with thapsigargin and PMA; 360,000 compounds, 0.66% hits; AID 651702, 2012;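 active = inhibition above about 55%, limit read from the data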
NCOA1 inh – SRC1 coactivator transcriptional activity inhibitors, primary screen, cell-based, luminescence. Nuclear receptor coactivator 1 (Homo sapiens), Q15788. HEK293 GAL4-SRC1 luciferase reporter. inhibition, % at 3.6 µM. 360,000 compounds, 0.12% hits. AID 588354, 2011;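 active = inhibition above the campaign mean plus 3 SD, with each screening campaign given its own cutoff, cut at about 60% in these data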;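 also: 0% = DMSO treated cells and 100% = gossypol at 36 µM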
NCOA2 inhibitor – inhibition of GAL4-SRC2 driven luciferase reporter, primary screen, SRC2 inhibitor project, cell-based, luminescence; Nuclear receptor coactivator 2 (Homo sapiens), Q15596; HEK293 GAL4-SRC2 luciferase reporter; inhibition, % at 9 µM; 370,000 compounds, 0.17% hits;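 active = inhibition above the mean inhibition of all tested compounds plus 3 SD, set per campaign, cut at about 52% in these data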;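 also: 0% = DMSO treated cells and 100% = cells given Gossypol at 36 µM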
TROY signal inh – inhibitors of TROY-driven NF-kB signaling, primary screen, Q293 LMP1-TROYcd cells, NF-kB luciferase, uHTS; Q293 LMP1-TROYcd NF-kB luciferase reporter, 4 h; inhibition, % at 10 µM; 360,000 compounds, 0.98% hits; AID 1347056, 2019;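 active = compounds whose plate-normalised and pattern-corrected inhibition of the luciferase reporter signal at the single screening dose is 50% or more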
ABHD5 PLIN5 PPI – ABHD5-PLIN5 interaction inhibitors, primary screen, cell lysate, split luciferase complementation, luminescence. Perilipin-5 (Homo sapiens) + 1-acylglycerol-3-phosphate O-acyltransferase ABHD5 (Homo …. Split G. princeps luciferase complementation, 4 h. inhibition, % at 4 µM. 360,000 compounds, 0.78% hits. AID 602281, 2012;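 active = inhibition above the mean inhibition across every tested compound plus 3 SD, cut at about 22% in these data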;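 also: 0% = DMSO only wells and the 100% control is not disclosed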
NR2F2 inh – NR2F2 transcriptional activity inhibitors, primary screen, cell-based, luciferase reporter, HEK293T, luminescence; inhibition, % at 8.6 µM; AID 686940, 2013; HEK293T NGFI-A luciferase reporter; COUP transcription factor 2 (Homo sapiens), P24468; 370,000 compounds, 0.7% hits;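 active = inhibition above a per-plate cutoff, mean inhibition of test wells between control levels plus 3 SD, cut at about 38% in these data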;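 also: cells cotransfected with COUP-TFII expression vector driving the NGFI-A reporter; 0% = median of COUP-TF2 test wells and 100% = reporter-only cells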
NOD2-RIPK2 inh – NOD2-RIPK2 binding disruptors in cells, primary screen, fluorescence, CHO cells, BLA complementation. CCF4 ratio. inhibition, % at 4.98 µM. 360,000 compounds, 0.38% hits; in the data active = inhibition above about 21%;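 also: 0% = vehicle only and 100% = reference blocker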
Target sequence (O43353 whole entry, looked up): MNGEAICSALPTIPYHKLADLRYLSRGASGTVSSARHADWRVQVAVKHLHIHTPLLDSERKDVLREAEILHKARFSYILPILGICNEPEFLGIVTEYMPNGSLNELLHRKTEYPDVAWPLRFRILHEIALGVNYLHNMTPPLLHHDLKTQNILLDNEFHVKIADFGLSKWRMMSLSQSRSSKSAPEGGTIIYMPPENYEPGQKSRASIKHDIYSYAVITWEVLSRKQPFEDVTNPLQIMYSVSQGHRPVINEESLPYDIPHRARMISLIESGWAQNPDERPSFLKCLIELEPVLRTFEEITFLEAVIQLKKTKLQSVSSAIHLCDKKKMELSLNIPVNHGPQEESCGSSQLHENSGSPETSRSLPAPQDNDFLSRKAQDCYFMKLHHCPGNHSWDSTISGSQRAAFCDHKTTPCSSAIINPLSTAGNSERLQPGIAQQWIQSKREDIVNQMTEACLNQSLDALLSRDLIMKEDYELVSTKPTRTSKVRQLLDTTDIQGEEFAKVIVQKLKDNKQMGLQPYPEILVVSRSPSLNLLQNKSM
NCOA3 inh – SRC3 coactivator transcriptional activity inhibitors, primary screen, cell-based, luminescence; inhibition, % at 3.6 µM; 360,000 compounds, 0.17% hits; HEK293 GAL4-SRC3 luciferase reporter;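 active = inhibition above a per-campaign cutoff, the mean of all compounds plus 3 SD, cut at about 60% in these data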;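 also: 0% = DMSO-treated cells and 100% = gossypol-treated cells at 36 µM; higher means less SRC3-driven luciferase light from the GAL4 reporter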
* hit, by the source's call. These rows are one share of the data; count on the stated rates, not on these rows.

Results for COc1ccc2nc(NC(=O)CSc3nc4cccnc4n3C)sc2c1 ?
TLR9-MyD88 inh: 6; TWEAK Fn14 block: -41; NR5A2 inv ag: -12; Exocytosis inh: -3; NCOA1 inh: -17; NCOA2 inhibitor: -1; TROY signal inh: 2; ABHD5 PLIN5 PPI: -1; NR2F2 inh: 17; NOD2-RIPK2 inh: -5; NCOA3 inh: 15

Results for Cc1ccc(-n2nc3c(c2NC(=O)c2cccs2)CSC3)cc1 ?
TLR9-MyD88 inh: -4; TWEAK Fn14 block: 7; NR5A2 inv ag: 9; Exocytosis inh: 4; NCOA1 inh: 4; NCOA2 inhibitor: -6; TROY signal inh: -12; ABHD5 PLIN5 PPI: 14; NR2F2 inh: 17; NOD2-RIPK2 inh: -11; NCOA3 inh: 13

How did CC(C)(C)NC(=O)Cc1ccc(S(=O)(=O)N2CCCC2)s1 do in these assays?
TLR9-MyD88 inh: -3; TWEAK Fn14 block: 9; NR5A2 inv ag: -19; Exocytosis inh: 1; NCOA1 inh: -8; NCOA2 inhibitor: 3; TROY signal inh: 21; ABHD5 PLIN5 PPI: 2; NR2F2 inh: 4; NOD2-RIPK2 inh: -9; NCOA3 inh: 0

How did CC(CN1CCCC1)OC(=O)COc1ccccc1 (stereo unspecified) do in these assays?
TLR9-MyD88 inh: 7; TWEAK Fn14 block: -2; NR5A2 inv ag: -7; Exocytosis inh: 2; NCOA1 inh: -8; NCOA2 inhibitor: -12; TROY signal inh: 19; ABHD5 PLIN5 PPI: -8; NR2F2 inh: 3; NOD2-RIPK2 inh: 2; NCOA3 inh: -4

What do the screens show for `C(=N\n1cnnc1)/c1ccc(OCc2ccccc2)cc1`?
TLR9-MyD88 inh: 4; TWEAK Fn14 block: -28; NR5A2 inv ag: -14; Exocytosis inh: -1; NCOA1 inh: -21; NCOA2 inhibitor: -25; TROY signal inh: -27; ABHD5 PLIN5 PPI: -4; NR2F2 inh: -27; NOD2-RIPK2 inh: 1; NCOA3 inh: -28

What do the screens show for `CC1(C)Cc2nc3oc4c(SCC(N)=O)ncnc4c3cc2CO1`?
TWEAK Fn14 block: 0; NR5A2 inv ag: -12; Exocytosis inh: 7; NCOA1 inh: -31; NCOA2 inhibitor: -23; TROY signal inh: -22; ABHD5 PLIN5 PPI: 1; NR2F2 inh: 3; NOD2-RIPK2 inh: -5; NCOA3 inh: -2

What do the screens show for `CCCNC(=O)CCn1nc(-c2ccc(Cl)cc2)c2ccccc2c1=O`?
TLR9-MyD88 inh: -7; TWEAK Fn14 block: -3; NR5A2 inv ag: 16; Exocytosis inh: -2; NCOA1 inh: 5; NCOA2 inhibitor: 8; TROY signal inh: -7; ABHD5 PLIN5 PPI: -10; NR2F2 inh: -2; NOD2-RIPK2 inh: 6; NCOA3 inh: 17

How did O=C(COc1ccccc1)N1CCN(C(=O)c2cccc(F)c2)CC1 do in these assays?
TLR9-MyD88 inh: 3; TWEAK Fn14 block: -5; NR5A2 inv ag: 0; Exocytosis inh: 0; NCOA1 inh: -1; NCOA2 inhibitor: -20; TROY signal inh: 4; ABHD5 PLIN5 PPI: -1; NR2F2 inh: 5; NOD2-RIPK2 inh: -5; NCOA3 inh: 15

Results for Cc1sc2c(c1C)CN(Cc1ccncc1)CN2C(=O)c1ccco1 ?
TLR9-MyD88 inh: -3; TWEAK Fn14 block: -12; NR5A2 inv ag: 0; Exocytosis inh: -1; NCOA1 inh: -29; NCOA2 inhibitor: -36; TROY signal inh: -17; ABHD5 PLIN5 PPI: 3; NR2F2 inh: -21; NOD2-RIPK2 inh: -12; NCOA3 inh: -21

What do the screens show for `Cc1ccc(S(=O)(=O)N2CCOCC2)cc1C(=O)NCc1cccnc1`?
TLR9-MyD88 inh: 1; TWEAK Fn14 block: 10; NR5A2 inv ag: 0; Exocytosis inh: 2; NCOA1 inh: -4; NCOA2 inhibitor: 8; TROY signal inh: 10; ABHD5 PLIN5 PPI: 7; NR2F2 inh: -12; NOD2-RIPK2 inh: 5; NCOA3 inh: -3

How did COc1ccc(NC(=O)COC(=O)Cc2cccs2)cc1Cl do in these assays?
TLR9-MyD88 inh: 0; TWEAK Fn14 block: -23; NR5A2 inv ag: 12; Exocytosis inh: -1; NCOA1 inh: 0; NCOA2 inhibitor: 22; TROY signal inh: -7; ABHD5 PLIN5 PPI: -1; NR2F2 inh: -5; NOD2-RIPK2 inh: 5; NCOA3 inh: -3

What do the screens show for `CC(=O)Oc1ccc2occ(C(=O)c3ccccc3)c2c1`?
TWEAK Fn14 block: -5; NR5A2 inv ag: -86; Exocytosis inh: -2; NCOA1 inh: -65; NCOA2 inhibitor: -37; TROY signal inh: -27; ABHD5 PLIN5 PPI: 6; NR2F2 inh: -46; NOD2-RIPK2 inh: 0; NCOA3 inh: -58

The last 2 entries of the part above open the next one:
How did COc1ccc(NC(=O)COC(=O)Cc2cccs2)cc1Cl do in these assays?
TLR9-MyD88 inh: 0; TWEAK Fn14 block: -23; NR5A2 inv ag: 12; Exocytosis inh: -1; NCOA1 inh: 0; NCOA2 inhibitor: 22; TROY signal inh: -7; ABHD5 PLIN5 PPI: -1; NR2F2 inh: -5; NOD2-RIPK2 inh: 5; NCOA3 inh: -3

What do the screens show for `CC(=O)Oc1ccc2occ(C(=O)c3ccccc3)c2c1`?
TWEAK Fn14 block: -5; NR5A2 inv ag: -86; Exocytosis inh: -2; NCOA1 inh: -65; NCOA2 inhibitor: -37; TROY signal inh: -27; ABHD5 PLIN5 PPI: 6; NR2F2 inh: -46; NOD2-RIPK2 inh: 0; NCOA3 inh: -58

What do the screens show for `COc1ccc(CSc2ncn[nH]2)cc1[N+](=O)[O-]`?
TLR9-MyD88 inh: 3; TWEAK Fn14 block: -4; NR5A2 inv ag: 4; Exocytosis inh: -4; NCOA1 inh: 14; NCOA2 inhibitor: 5; TROY signal inh: 3; ABHD5 PLIN5 PPI: 3; NR2F2 inh: 4; NOD2-RIPK2 inh: -8; NCOA3 inh: 4

Results for CCOC(=O)CSc1nnc(CNC(=O)c2ccco2)n1-c1ccc(F)cc1 ?
TLR9-MyD88 inh: -7; TWEAK Fn14 block: -2; NR5A2 inv ag: 6; Exocytosis inh: 3; NCOA1 inh: 8; NCOA2 inhibitor: -1; TROY signal inh: -6; ABHD5 PLIN5 PPI: 2; NR2F2 inh: 6; NOD2-RIPK2 inh: 1; NCOA3 inh: 2

Results for CCN(CC)C(=O)CSc1nc2cc3c(cc2c(=O)n1CCCC(=O)NCCc1ccc(OC)c(OC)c1)OCO3 ?
TLR9-MyD88 inh: 8; TWEAK Fn14 block: -18; NR5A2 inv ag: 11; Exocytosis inh: 4; NCOA1 inh: 3; NCOA2 inhibitor: 2; TROY signal inh: 6; ABHD5 PLIN5 PPI: 4; NR2F2 inh: 16; NOD2-RIPK2 inh: 1; NCOA3 inh: 10

What do the screens show for `COc1cc(C#Cc2c(-c3cncn3C)n(C)c3ccc(-c4ccc5[nH]ccc5c4)cc23)cc(OC)c1`?
TLR9-MyD88 inh: -9; TWEAK Fn14 block: -23; NR5A2 inv ag: 17; Exocytosis inh: -3; NCOA1 inh: -38; NCOA2 inhibitor: -27; TROY signal inh: -38; ABHD5 PLIN5 PPI: -2; NR2F2 inh: -15; NOD2-RIPK2 inh: 2; NCOA3 inh: -2

What do the screens show for `CCOc1ccc(-n2c(SCC(=O)Nc3cc(C(=O)O)ccc3Cl)nc3ccccc3c2=O)cc1`?
TLR9-MyD88 inh: -7; TWEAK Fn14 block: 3; NR5A2 inv ag: 10; Exocytosis inh: -7; NCOA1 inh: 5; NCOA2 inhibitor: 3; TROY signal inh: 2; ABHD5 PLIN5 PPI: 8; NR2F2 inh: -1; NOD2-RIPK2 inh: -8; NCOA3 inh: -13

What do the screens show for `CCOc1ccc(N2CC(C(=O)N3CCCCC3)CC2=O)cc1` (stereo unspecified)?
TLR9-MyD88 inh: -6; TWEAK Fn14 block: 28; NR5A2 inv ag: 8; Exocytosis inh: -10; NCOA1 inh: -4; NCOA2 inhibitor: -10; TROY signal inh: -14; ABHD5 PLIN5 PPI: -7; NR2F2 inh: -22; NOD2-RIPK2 inh: -7; NCOA3 inh: -25

Results for CCN(CC(=O)Nc1c(F)cccc1F)C(=O)CNC(=O)c1ccc2ccccc2c1 ?
TLR9-MyD88 inh: -7; TWEAK Fn14 block: 8; NR5A2 inv ag: 10; Exocytosis inh: -2; NCOA1 inh: 0; NCOA2 inhibitor: 15; TROY signal inh: -14; ABHD5 PLIN5 PPI: -3; NR2F2 inh: -14; NOD2-RIPK2 inh: 10; NCOA3 inh: 18

What do the screens show for `Cc1cccc(OCC(=O)N(Cc2ccco2)C2CCS(=O)(=O)C2)c1C` (stereo unspecified)?
TLR9-MyD88 inh: -3; TWEAK Fn14 block: 1; NR5A2 inv ag: 8; Exocytosis inh: 3; NCOA1 inh: 10; NCOA2 inhibitor: -5; TROY signal inh: -6; ABHD5 PLIN5 PPI: 4; NR2F2 inh: 8; NOD2-RIPK2 inh: -8; NCOA3 inh: 13

How did COCc1cc(=O)n2[nH]c(-c3ccc(C)cc3)cc2n1 do in these assays?
TLR9-MyD88 inh: 10; TWEAK Fn14 block: 2; NR5A2 inv ag: -57; Exocytosis inh: 0; NCOA1 inh: -34; NCOA2 inhibitor: -27; TROY signal inh: -42; ABHD5 PLIN5 PPI: 7; NR2F2 inh: -2; NOD2-RIPK2 inh: -6; NCOA3 inh: -26

Results for O=C(NC(=S)N1CCN(C/C=C/c2ccccc2)CC1)c1c(F)cccc1F ?
TLR9-MyD88 inh: -20; TWEAK Fn14 block: -4; NR5A2 inv ag: 2; Exocytosis inh: 5; NCOA1 inh: -2; NCOA2 inhibitor: 15; TROY signal inh: 0; ABHD5 PLIN5 PPI: 3; NR2F2 inh: -5; NOD2-RIPK2 inh: -2; NCOA3 inh: -10

What do the screens show for `Nc1ccc2c(c1)OCCOCCOCCOCCOCCO2`?
TLR9-MyD88 inh: -3; TWEAK Fn14 block: -3; NR5A2 inv ag: -8; Exocytosis inh: -3; NCOA1 inh: -15; NCOA2 inhibitor: -4; TROY signal inh: -7; ABHD5 PLIN5 PPI: 2; NR2F2 inh: 5; NOD2-RIPK2 inh: -5; NCOA3 inh: 11
